Screening results deposited in PubChem BioAssay by several laboratories.
NRP1-CendR mod: modulators of CendR peptide binding to NRP-1, primary screen, biochemical, fluorescence polarization, uHTS; Neuropilin-1 (Homo sapiens), O14786; FAM-RPARPAR peptide binding to NRP-1; inhibition, % at 25 µM; hit rate 0.85% among 360,000; AID 602438, 2012;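 active = inhibition or corrected inhibition above about 18%, plus a signal ratio from 0.5 to 1.5, limit read from the data, passing the limit was not always enough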; also: strong numbers were not always called active
DNMT1 block: human DNMT1 methyltransferase inhibitors, primary screen, biochemical, molecular beacon, fluorescence, HinP1I cleavage, uHTS | inhibition (reported as % activation of signal), % at 10 µM | hit rate 0.83% among 360,000 | AID 588458, 2011; in the data active = inhibition above about 50%
SUMO1 PPI mod: modulators of SUMO1 protein-protein interactions, primary screen, biochemical, uHTS | hit rate 0.33% among 360,000 | inhibition, % at 20 µM | AID 602429, 2012 | Small ubiquitin-related modifier 1 (Homo sapiens), P63165 | SUMO1 binding to a labelled peptide, TR-FRET, 1 h; in the data active = inhibition above about 37%
Target sequence (P63165 whole entry, looked up): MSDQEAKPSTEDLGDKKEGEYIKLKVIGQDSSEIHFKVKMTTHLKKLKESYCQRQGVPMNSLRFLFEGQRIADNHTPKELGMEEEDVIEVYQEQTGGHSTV
LMPTP block: LMPTP phosphatase inhibitors, primary screen, biochemical, fluorescence intensity, uHTS; Low molecular weight phosphotyrosine protein phosphatase (Homo sapiens), P24666; recombinant LMPTP-A, OMFP fluorogenic substrate; inhibition, % at 20 µM; hit rate 0.22% among 360,000;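 active = compounds that cut the enzyme signal by at least half of the control window in the single-dose screen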;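 also: plate controls were DMSO wells with enzyme plus substrate for no effect and substrate without enzyme for full effect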
Target sequence (P24666 whole entry, looked up): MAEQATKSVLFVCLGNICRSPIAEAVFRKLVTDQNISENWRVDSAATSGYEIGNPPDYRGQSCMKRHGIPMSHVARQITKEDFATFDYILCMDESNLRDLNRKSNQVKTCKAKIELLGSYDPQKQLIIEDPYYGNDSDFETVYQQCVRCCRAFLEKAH
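Test system – LMPTP-A phosphatase enzyme · Quantity – 0.625 nM LMPTP-A final · Reagent – OMFP substrate, 400 µM final · Dosing – one test concentration per compound, 20 µM, with 3% DMSO overall · Timing – 50 min enzyme reaction at room temperature, protected from light · Detection – fluorescence intensity · Controls – substrate-only low control, DMSO enzyme-plus-substrate high control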
TbMetRS inhib: T. brucei MetRS inhibitors, primary screen, biochemical, luminescence. hit rate 0.4% among 360,000. inhibition, % at 11.9 µM. purified T. brucei MetRS, ATP depletion, Kinase-Glo luminescence. methionyl-tRNA synthetase (Trypanosoma brucei brucei);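 active = inhibition above a per-plate cutoff of the control wells' mean inhibition plus 3 SD, cut at about 5.5% in these data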;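 also: 0% = DMSO wells median and 100% = median of wells with control inhibitor compound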
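Assay system: T. brucei methionyl-tRNA synthetase, purified | Medium: HEPES buffer with MgCl2, KCl, DTT, spermine, BSA, pyrophosphatase | Compound: 11.9 µM single point | Incubation: 15 min enzyme-compound preincubation, 2 h reaction, 10 min detection, 25 °C | Measured by: Kinase-Glo luciferase luminescence reporting remaining unconsumed ATP | Measure: % inhibition normalized to control-well medians | Replication: Singlicate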
MsrA inhibitor: bovine MsrA enzyme inhibitors, primary screen, biochemical, absorbance, HTS; Methionine sulfoxide reductase A (Bos taurus); purified bovine MsrA, absorbance read-out; inhibition, % at 15.5 µM; hit rate 0.75% among 360,000; in the data active = inhibition above about 4.5%;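 also: 0% = vehicle wells with enzyme and 100% = reference inhibitor wells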
STEP inh: STEP phosphatase inhibitors, primary screen, biochemical, fluorescence intensity, uHTS. inhibition, % at 20 µM. hit rate 0.25% among 360,000. AID 588621, 2011. recombinant STEP, OMFP fluorogenic substrate. Tyrosine-protein phosphatase non-receptor type 5 (Homo sapiens), P54829;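 active = inhibition at 20 µM, scaled per plate between control wells, above about 37%, limit read from the data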;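 also: 0% = DMSO with enzyme and substrate and 100% = substrate only without enzyme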
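Assay system: isolated STEP enzyme / Timing: 20 min at room temperature, dark / Doses: 20 µM, 1% DMSO / Technique: fluorescence intensity, excitation 480 nm, emission 540 nm / Reagent: fluorogenic phosphatase substrate OMFP at 25 µM final / Measure: percent inhibition scaled to no-enzyme and uninhibited-enzyme controls, plate-pattern corrected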
bovine MsrA act: bovine MsrA enzyme activators, primary screen, biochemical, absorbance, HTS. Methionine sulfoxide reductase A (Bos taurus). purified bovine MsrA, absorbance read-out. activation, % at 10.6 µM. hit rate 0.3% among 360,000. AID 602163, 2012; in the data active = activation above about 7.5%;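 also: 0% = vehicle and 100% = reference activator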
E coli Lon inh: inhibitors of E. coli Lon protease, primary screen, biochemical, fluorescence polarization; purified E. coli Lon protease; hit rate 0.42% among 360,000; P0A9M0; inhibition, % at 7.94 µM; in the data active = inhibition above about 13%, passing the limit was not always enough;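 also: 0% = enzyme with probe and DMSO and 100% = no enzyme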
Target sequence (P0A9M0 whole entry, looked up): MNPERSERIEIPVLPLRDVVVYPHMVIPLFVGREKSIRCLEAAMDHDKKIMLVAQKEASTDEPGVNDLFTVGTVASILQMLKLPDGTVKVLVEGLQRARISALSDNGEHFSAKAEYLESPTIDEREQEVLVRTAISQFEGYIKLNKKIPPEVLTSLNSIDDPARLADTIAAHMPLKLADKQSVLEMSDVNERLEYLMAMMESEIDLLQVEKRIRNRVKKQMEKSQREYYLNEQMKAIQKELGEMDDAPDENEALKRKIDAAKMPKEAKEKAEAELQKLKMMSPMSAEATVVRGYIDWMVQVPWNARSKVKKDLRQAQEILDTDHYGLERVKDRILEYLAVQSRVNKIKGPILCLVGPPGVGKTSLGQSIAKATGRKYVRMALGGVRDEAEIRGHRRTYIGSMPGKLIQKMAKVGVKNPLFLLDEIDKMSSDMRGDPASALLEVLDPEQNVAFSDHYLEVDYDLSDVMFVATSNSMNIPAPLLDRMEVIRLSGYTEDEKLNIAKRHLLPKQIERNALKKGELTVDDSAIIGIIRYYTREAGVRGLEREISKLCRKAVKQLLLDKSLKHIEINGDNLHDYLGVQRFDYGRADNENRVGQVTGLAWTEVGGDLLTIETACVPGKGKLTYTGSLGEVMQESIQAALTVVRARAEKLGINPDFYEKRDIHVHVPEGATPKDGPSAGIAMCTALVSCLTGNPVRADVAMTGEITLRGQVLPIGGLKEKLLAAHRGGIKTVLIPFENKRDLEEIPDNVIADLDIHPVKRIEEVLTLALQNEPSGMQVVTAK
Scp-1 inhibitor: Scp-1 phosphatase inhibitors, primary screen, biochemical, colorimetric, uHTS. Recombinant Scp1, phosphopeptide, malachite green phosphate absorbance. inhibition, % at 20 µM. hit rate 0.88% among 340,000;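 active = inhibition above about 50% at 20 µM, limit read from the data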;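 also: plate controls were DMSO wells with enzyme for no effect and wells lacking enzyme for full effect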
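Material – SCP-1 phosphatase catalytic domain, residues 76-261 · Buffer or medium – Acidic Tris acetate buffer with magnesium and detergent · Also added – Phospho 17-mer peptide substrate · Compound – single 20 µM dose, 1% DMSO · Times – 45 min room-temperature reaction, 5 min colour, 30 min stabiliser · Technique – Phosphate-binding colour reagent, absorbance read at 630 nm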
Numbers without * were called inactive; x = no result given.

Compound,NRP1-CendR mod,DNMT1 block,SUMO1 PPI mod,LMPTP block,TbMetRS inhib,MsrA inhibitor,STEP inh,bovine MsrA act,E coli Lon inh,Scp-1 inhibitor
COc1ccc(NC(=O)NNC(=O)C(C)Oc2ccc(C(C)C)cc2)c(OC)c1 (centres undefined),7,1,1,0.4,0.2,0.1,0,-2,3,-5
COC(=O)c1ccccc1NC(=O)Cn1cnc2ccc(S(=O)(=O)N3CCC(C)CC3)cc2c1=O,-3,3,1,0.8,-0.5,-0.7,0,-3,-8,0
CC(C)=CCCC(C)CN1CCC(n2nccc2NC(=O)c2ccc3c(c2)OCO3)CC1 (centres undefined),17,4,2,1.3,-0.1,-0.5,-1,-4,-4,-2
CCN(CC)C(=O)c1nc[nH]c1C(=O)N1CCc2ccccc2C1,14,0,7,-1.1,0.1,0.9,2,-2,-6,-2
COC(=O)c1ccc(CN2[C@H](C(=O)OC)C[C@@]3(O)[C@@H](O)[C@@H](O)[C@@H](O)C[C@@H]23)cc1,4,6,0,-0.5,-0.2,-0.9,0,1,-3,-8
CCC1S/C(=N/N=C/c2ccco2)N(Cc2ccccc2C)C1=O (centres undefined),4,-6,0,1.7,2.1,0.8,0,-7,6,-23
CC(=O)Nc1ccc(S(=O)(=O)/N=C2\SCCN2S(=O)(=O)c2ccc(NC(C)=O)cc2)cc1,0,23,1,49,-0.8,-0.2,2,-2,-6,2
O=C1CC(=O)Nc2ccccc2N1,-1,1,-2,-1.2,-0.2,-1.1,-3,1,-2,x
CC(=O)C(c1ccccc1)C(c1ccccc1)C(C)[N+](=O)[O-] (centres undefined),14,1,-5,0.2,-0.2,-0.1,-1,0,-15,-3
Cc1cc(C)nc(SC(C)C(=O)O)n1 (centres undefined),3,4,-1,0.1,-0.2,-0.4,0,0,-1,-1
CC(CS(=O)(=O)c1cccc2cccnc12)N1CCCCC1 (centres undefined),-11,-2,-9,-1.0,-1.2,0.9,2,-2,7,0
CC(C)(C)OC(=O)CNC(=O)c1nc[nH]c1C(=O)NCC(=O)OC(C)(C)C,19,1,9,-0.4,0.2,-1.2,2,0,0,14
Cc1ccc(S(=O)(=O)N(CC(=O)N/N=C/c2cccc(C)c2)c2cccc3cccnc23)cc1,4,8,5,4.0,-0.9,0.1,0,-3,2,-2
CC1(c2ccccc2)NC(=O)N(CC(=O)Nc2ccc(S(=O)(=O)NC3=NCCCCC3)cc2)C1=O (centres undefined),5,-3,-2,0.1,-0.6,-0.6,0,-7,4,3
CCOc1ccc(S(=O)(=O)N2CCCC(C(=O)NCCN3CCOCC3)C2)cc1Cl (centres undefined),10,0,8,0.4,0.2,-0.4,0,0,-11,-5
COc1ccc(NC(=O)c2cc(C)nc3ccccc23)c(OC)c1,-1,-2,1,-0.1,0.2,-0.2,-5,-2,-15,-5
COCCNC(=O)C1CCC(CNS(=O)(=O)c2ccc(F)cc2)CC1 (centres undefined),5,1,2,-1.6,-0.5,0.6,0,-4,0,-8
Cc1ccc(C(c2sc3nc(C)nn3c2O)N2CCN(c3ccc(F)cc3)CC2)cc1 (centres undefined),-11,-3,7,-0.8,-0.8,-0.1,-1,-13,1,-2
O=c1[nH]c2ccc(S(=O)(=O)N3CCN(c4ccc(F)cc4)CC3)cc2o1,11,2,3,-0.7,-0.4,1.2,2,-4,-4,-16
CNc1ccc([N+](=O)[O-])cc1C(=O)O,-3,-1,-17,-1.3,-0.5,0.7,-3,-7,3,-8
CC(C)(C)c1sc(N)nc1-c1ccccc1,-5,-1,23,0.6,0.0,-0.2,1,-1,-3,0
NC(=O)Cn1cc(/C=N\NS(=O)(=O)c2cccc([N+](=O)[O-])c2)c2ccccc21,-1,0,-19,-0.6,0.0,-0.3,-1,-5,6,0
O=C(c1cc(COc2ccc(-n3cncn3)cc2)on1)N1CCCC1,16,1,0,-0.2,-0.1,1.8,3,-2,4,-2
Cn1nnnc1SCC(=O)Nc1cccc([N+](=O)[O-])c1,-6,-1,-17,-1.7,0.1,0.1,-1,-2,1,-7
COc1ccc([C@H]2CC(=O)C=C(c3ccccc3C(F)(F)F)C2)cc1,29*,-10,10,3.4,-0.2,-0.1,1,-2,4,-9
Cn1ncc(Br)c1C(=O)Nc1ccc(F)cc1F,8,3,0,-0.5,0.2,-1.6,-4,-3,-6,-2
CCOC(=O)c1ccc(NC(=O)CCc2nc(-c3ccccc3)no2)cc1,2,-1,-2,1.5,-0.5,0.8,-2,-2,-3,-11
CCCC(C)NC(=O)c1nc(-c2ccccc2)n(-c2ccccc2)n1 (centres undefined),11,1,8,0.9,-1.4,-0.7,1,-9,-5,-1
O=C(O)C1Cc2ccccc2CN1C(=O)c1ccccc1 (centres undefined),-5,-3,-3,0.1,-0.6,-0.5,-4,-4,-7,-3
O=C(CN1CCN(S(=O)(=O)c2ccccc2[N+](=O)[O-])CC1)Nc1ccc(N2CCOCC2)cc1,5,-8,-9,-0.3,0.7,0.0,-1,-1,6,-4

Next records follow.
Letters: A = NRP1-CendR mod; B = DNMT1 block; C = SUMO1 PPI mod; D = LMPTP block; E = TbMetRS inhib; F = MsrA inhibitor; G = STEP inh; H = bovine MsrA act; I = E coli Lon inh; J = Scp-1 inhibitor
mol: COc1ccc(/C=N/NC(=O)C(C)N(c2ccc(OC)cc2)S(C)(=O)=O)cc1 (centres undefined)
  A: 13; B: 1; C: -5; D: -0.5; E: -0.8; F: 1.6; G: 2; H: -3; I: -4; J: 1

mol: CC(=O)c1ccc(NC(=O)CSC(C)C)cc1
  A: 8; B: 0; C: 0; D: -0.7; E: -0.5; F: 0.4; G: -4; H: -2; I: -5; J: 0

mol: CC(=O)OC(/C(O)=C(\C#N)c1nc2ccccc2[nH]1)c1ccccc1 (centres undefined)
  A: -10; B: 0; C: 5; D: 1.4; E: -0.6; F: 4.0; G: 0; H: -5; I: -2; J: -9

mol: CCCCn1nnnc1SCC(=O)Nc1ccc(C)cc1
  A: 3; B: 2; C: -2; D: -1.4; E: 0.0; F: 2.4; G: -3; H: -3; I: -7; J: -5

mol: Nc1c(C(=O)c2ccccc2)oc2ccc(Br)cc12
  A: 9; B: -9; C: -7; D: 0.4; E: 0.6; F: 2.4; G: -2; H: -2; I: 7; J: -9

mol: CCC(=O)N/N=c1/sc2ccccc2n1C
  A: 4; B: 0; C: 0; D: 0.0; E: -0.2; F: 0.1; G: -2; H: -1; I: 3; J: 1

mol: O=C(NCc1ccccc1)C1CC(=O)N(c2ccc(OCC(=O)N3CCOCC3)cc2)C1 (centres undefined)
  A: 4; B: 1; C: -1; D: -0.5; E: -0.6; F: -0.2; G: -2; H: 2; I: -2; J: 0

mol: O=C1Cc2cc(NS(=O)(=O)c3ccc([N+](=O)[O-])cc3)cc3c2N1CCC3
  A: 1; B: -9; C: -27; D: 0.6; E: -0.4; F: -0.7; G: 1; H: 4; I: -7; J: -9

mol: CC(=O)NC1C(OCc2ccccc2)OC2COC(c3ccccc3)OC2C1OCC(=O)O (centres undefined)
  A: 4; B: 5; C: 0; D: -0.5; E: 0.7; F: 1.6; G: 1; H: -2; I: 1; J: -1

mol: O=C(O)CC(NCc1ccco1)C(=O)OCCc1ccccc1 (centres undefined)
  A: 5; B: 2; C: 0; D: -3.2; E: -1.6; F: 0.2; G: -2; H: -7; I: 5; J: 7

A few values from the entries so far.
Under NRP1-CendR mod, `CCC(=O)N/N=c1/sc2ccccc2n1C` has the entry 4
Under E coli Lon inh, `O=C(NCc1ccccc1)C1CC(=O)N(c2ccc(OCC(=O)N3CCOCC3)cc2)C1` (centres undefined) has the entry -2

Laid out differently: four of the compounds above.
Values in the order: NRP1-CendR mod | DNMT1 block | SUMO1 PPI mod | LMPTP block | TbMetRS inhib | MsrA inhibitor | STEP inh | bovine MsrA act | E coli Lon inh | Scp-1 inhibitor
- CC(=O)Nc1ccc(S(=O)(=O)/N=C2\SCCN2S(=O)(=O)c2ccc(NC(C)=O)cc2)cc1
 : 0 | 23 | 1 | 49 | -0.8 | -0.2 | 2 | -2 | -6 | 2
- O=C1CC(=O)Nc2ccccc2N1
 : -1 | 1 | -2 | -1.2 | -0.2 | -1.1 | -3 | 1 | -2 | x
- CC(=O)C(c1ccccc1)C(c1ccccc1)C(C)[N+](=O)[O-] (centres undefined)
 : 14 | 1 | -5 | 0.2 | -0.2 | -0.1 | -1 | 0 | -15 | -3
- Cc1cc(C)nc(SC(C)C(=O)O)n1 (centres undefined)
 : 3 | 4 | -1 | 0.1 | -0.2 | -0.4 | 0 | 0 | -1 | -1

The list continues:
Letters: A = NRP1-CendR mod; B = DNMT1 block; C = SUMO1 PPI mod; D = LMPTP block; E = TbMetRS inhib; F = MsrA inhibitor; G = STEP inh; H = bovine MsrA act; I = E coli Lon inh; J = Scp-1 inhibitor
mol: CC(C)CC(=O)NC(=S)N(Cc1ccccc1)Cc1ccccc1
  A: 1; B: -3; C: 1; D: 0.6; E: -0.2; F: -0.2; G: 1; H: 1; I: -8; J: -13

mol: COC(=O)c1ccc(Cl)c(NC(=O)NC2CCCCC2)c1
  A: 6; B: 0; C: 2; D: -0.5; E: -0.2; F: -0.3; G: 0; H: 1; I: 3; J: 1

mol: CCN(CC)CCNC(=O)c1ccc(NC(=O)COc2ccccc2F)cc1
  A: -5; B: -2; C: 0; D: -0.8; E: -1.0; F: -0.5; G: -1; H: -1; I: -9; J: 1

mol: S=C(Nc1nc2c(s1)CCCC2)NC1CC1
  A: 10; B: 0; C: 4; D: 0.3; E: 0.0; F: 1.9; G: 0; H: -2; I: -2; J: -5

mol: O=C(Nc1ccc(-c2noc(CCc3ccccc3)n2)cc1)c1ccco1
  A: -12; B: -22; C: 4; D: 2.8; E: -0.4; F: 0.1; G: 3; H: -2; I: -6; J: -20

mol: C=C1C[C@@]23CCC4[C@@](C)(CCC[C@@]4(C)C(=O)O)C2CC[C@]1(O)C3 (some centres undefined)
  A: 32*; B: 3; C: 7; D: -1.1; E: -0.4; F: -0.2; G: -2; H: -1; I: 11; J: -8
